Screening results (PubChem BioAssay)
AID2073 – inhibitors of Mint1-CaV2.2 protein interaction, biochemical, HTRF (AID 2073) | inhibition, % at 20 µM; hits with a dose series show IC50 in µM | HTRF protein-protein interaction, Mint1-CaV2.2; higher % means a stronger effect | 0.19% of 290,000 active; in the data active = inhibition mostly above about 51%, no sharp cut-off; inconclusive = no clear call, values can overlap the other calls; inactive = mostly below about 53%; note: some results filed as inactive read as strong as hits
b-catenin transl – alters nuclear translocation of beta-catenin in HeLa cells | immunofluorescence imaging | nuclear translocation activity, % at 5 µM | 0.3% of 190,000 active;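 active = nuclear translocation activity above 50% at 5 µM, with a well cell count of 50 or more; inconclusive = wells under 50 cells across six images, flagged as toxic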;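 note: per-cell ratio of nuclear to cytoplasmic median beta-catenin stain intensity; plate controls were DMSO negative control for no effect and GSK-3 inhibitor IX positive control for full effect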
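test system = HeLa cells, endogenous beta-catenin | dosing = single 5 µM dose plus 0.02–20 µM confirmation series | times = compound treatment 24 h, 37°C, 5% CO2 | technique = beta-catenin immunofluorescence imaging with DAPI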
HIV peptide binding – cell-free HIV fusion peptide-binding blockers – biochemical, uHTS, fluorescence dequenching, primary screen (AID 1986); cell-free peptide binding, fluorescence dequenching, 30 min; higher % means a stronger effect; one-dose inhibition, % at 20 µM; IC50 in µM for titrated hits; 0.3% of 290,000 active; in the data active = inhibition mostly above about 52%, no sharp cut-off; inactive = mostly below about 76%; note: some results filed as inactive read as strong as hits
WT yeast gro inh – growth inhibition of WT yeast, mitochondrial fusion screen; mitochondrial fusion phenotypic screen, WT strain; inhibition, % at 10 µM; 2.1% of 190,000 active; in the data active = inhibition above about 58%; tested in S. cerevisiae
Yfh1-depleted yeast – enhancers of respiration in Yfh1-depleted yeast, dose response, Friedreich's ataxia, plus single-dose screen (AID 1465) | S. cerevisiae Yfh1-off respiration, WST-1 reduction, 72 h; higher fold induction means a stronger effect | fold induction at 50 µM; hits with a dose series show EC50 in µM | 0.074% of 220,000 active;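 active = fold induction of absorbance versus untreated yeast above a set limit, then at least 30% activation at any dose in follow-up; inconclusive = repeats straddling the limit, or above it without dose testing; inactive = fold induction below the set limit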;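 note: activators that raise dye reduction in frataxin-depleted yeast; strong numbers were not always called active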
Insulin prom up – MIN6 insulin promoter up-regulation; MIN6 insulin promoter-GFP reporter, high-content imaging; hits give high values; z-score at 5 µM; 0.3% of 190,000 active; AID 1625;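 active = z-score above 3 at 5 µM with at least 500 cells counted in the well; inconclusive = wells under 500 cells, flagged as cytotoxic or low count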
MT stabilize HCS – stabilizes microtubules in HeLa cells | HeLa tubulin immunostaining HCS, 24 h; share of cells brighter than vehicle mean+2SD | % tubulin-high responders, % at 10 µM | 0.83% of 200,000 active | AID 2205;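 active = plate Z-score above 3 for both tubulin-high and condensed-nucleus cell shares, with cell loss under 80%, at 10 µM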;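 note: anti alpha tubulin signal scored within the nucleus-defined area of each cell; some results filed as inactive read as strong as hits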
Autophagy mod – alters autophagy in cells; AID 463193; 0.98% of 190,000 active; MEF GFP-LC3 puncta imaging; test concentration mostly 10 µM; calls only at 10 µM (by protocol);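 active = percentage of spot-positive cells more than 3 SD above its plate mean, without a fluorescence outlier flag or 80% toxicity; inconclusive = no clear call, values can overlap the other calls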;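 note: spot-positive cell cutoff set from DMSO-treated cells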
Dynein cargo inh – blocks dynein driven cargo transport along microtubules; 3617.4 mouse cells, GR-EGFP nuclear translocation imaging; test concentration mostly 20 µM; stimulated with dexamethasone, 1 µM; hits give low values; AID 1381; z-score, hits read low; 0.47% of 220,000 active;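 active = plate z-score of nuclear minus cytoplasmic receptor signal below a set negative limit, without overly bright fluorescence or cell loss, cut at about -3.5 in these data, passing the limit was not always enough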;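 note: z-score of nuclear minus cytoplasmic ring GR-EGFP intensity difference per well; some compounds called inactive have numbers as strong as hits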
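Medium: Induction medium lacking tetracycline, stripped serum | Probe or stimulus: 1.0 µM final dexamethasone stimulus | Schedule: 48 h induction, then 1 h compound, then 30 min agonist, 37 °C | Signal: Automated 10x imaging of fixed Hoechst-stained cells | Evaluation: Per-cell GR-EGFP intensity, nucleus versus surrounding cytoplasmic ring, well-averaged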
WT yeast gro inh mutant strain – recorded beside WT yeast gro inh, whose call it bears; inhibition, %; mitochondrial fusion phenotypic screen, mutant strain inhibition
Dynein cargo inh cytoplasmic EGFP – further read-out of Dynein cargo inh, marked with its call; z-score; measured here: cytoplasmic GR-EGFP intensity; hits give high values
Dynein cargo inh nuclear GR-EGFP – second read-out of Dynein cargo inh, no call of its own (marks repeat the call); z-score; measured here: nuclear GR-EGFP intensity;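 lower value marks the stronger effect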
Dynein cargo inh cell count – further read-out of Dynein cargo inh, marked with its call; z-score; measured here: cell count per field
Insulin prom up cell count – recorded beside Insulin prom up, whose call it bears; cell count; measured here: cytotoxicity, nuclei count;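 total cells summed across four imaged fields per well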
b-catenin transl cell count 5 µM – also measured in b-catenin transl; calls as there; cell count; measured here: cell count, cytotoxicity flag
MT stabilize HCS Hoechst-high % – second read-out of MT stabilize HCS, no call of its own (marks repeat the call); % Hoechst-high responders; measured here: nuclear condensation Hoechst responders;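 share of cells brighter than vehicle mean plus two SD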
MT stabilize HCS cytotoxicity % – also measured in MT stabilize HCS; calls as there; toxicity, %; measured here: cytotoxicity by cell density;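 0% = mean cell density of plate MIN control wells and 100% = no cells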
Autophagy mod cell loss 18 h – second read-out of Autophagy mod, no call of its own (marks repeat the call); toxicity, %; measured here: cell loss, nuclei count;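 cell loss after 18 h compound exposure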
An asterisk follows results filed as active; i = inactive; u = inconclusive; x = no result given; + = active, no number.

SMILES	AID2073	b-catenin transl	b-catenin transl cell count 5 µM	HIV peptide binding	WT yeast gro inh	WT yeast gro inh mutant strain	Yfh1-depleted yeast	Insulin prom up	Insulin prom up cell count	MT stabilize HCS	MT stabilize HCS Hoechst-high %	MT stabilize HCS cytotoxicity %	Autophagy mod	Autophagy mod cell loss 18 h	Dynein cargo inh	Dynein cargo inh cytoplasmic EGFP	Dynein cargo inh nuclear GR-EGFP	Dynein cargo inh cell count
COc1cccc(NC(=O)Cn2c(-c3cncs3)nc3ccccc32)c1	18%	-1.5	1170	-1.4%	11	19	i	5.3*	942*	3.6	2.2	1.2	i	-3	-0.38	-0.25	-0.13	0.66
CC(C)=CC(=O)O[C@H]1[C@@H]2[C@H](C)C(=O)O[C@@H]2C[C@@H](C)[C@@H]2[C@@H](O)CC(=O)[C@]21C	-4%	0.3	1153	1.1%	x	x	i	x	x	x	x	x	x	x	-0.18	-0.68	-0.1	-0.19
COc1ccccc1C(=O)Nc1cc2cc(Br)ccc2oc1=O	2%	1.4	1032	0.2%	-11	-1	x	x	x	4.4	2.5	3.8	i	-2	0.26	-0.1	0.055	-0.4
CC(C)Cc1[nH]c(=O)c(C#N)c2c1COC(C)(C)C2	5%	-7.5	1242	-2.0%	-3	-1	i	x	x	4.2	1.8	0.7	i	5	1.2	-0.39	0.043	0.64
O=S1(=O)CCC(NCC2CCCO2)C1 (stereo not drawn)	-1%	x	x	-1.8%	0	6	i	x	x	1.8	1.9	15	i	31	0.28	-0.2	0.13	0.3
O=C(Nc1ccccc1)c1ccccc1NC(=O)C1CCCCC1	3%	1.6	1354	2.9%	-15	4	i	0.2	1520	1.9	1.1	9.6	i	-14	-0.08	0.42	0.54	0.21
O=C(C1CCN(C2CC(=O)N(Cc3ccccc3)C2=O)CC1)N1CCCCCC1 (stereo not drawn)	-2%	x	x	-0.3%	-12	-2	i	x	x	2.7	1.0	3.9	i	-9	-0.56	-0.24	-0.49	0.73
O=C(COC(=O)C1CCN(S(=O)(=O)c2cccs2)CC1)NCc1ccccc1	-4%	-4.1	1132	-1.1%	-3	4	i	x	x	2.9	2.1	10	i	5	1.5	-0.3	0.95	-0.89
O=C(CCc1ccccc1)Nc1nnc(-c2ccccn2)o1	15%	0.8	1129	-1.1%	1	14	i	-0.32	1485	2.3	1.8	1.5	i	27	0.51	-0.2	0.4	-1
COc1ccc(C2CC2/C(C)=N/OC(=O)c2cccs2)cc1 (stereo not drawn)	52%	x	x	3.8%	-3	25	i	-0.41	1022	0.9	1.3	1.2	i	9	-0.12	1.9	0.35	0.092
O=C(Nc1nnc(COc2ccccc2)s1)c1ccco1	4%	-3.5	1495	-3.1%	1	-2	i	0.68	1275	2.5	1.9	3.3	i	-6	-0.57	-0.12	-0.15	0.77
CN1c2ccccc2C2(C)CCCC3=Cc4cccc([N+](=O)[O-])c4OC312 (stereo not drawn)	4%	-0.4	881	-0.7%	20	-15	i	x	x	3.7	2.3	5.9	i	3	-0.15	-0.27	-0.32	0.91
Clc1ccc2c(c1)C(c1cccs1)=NNC(c1cccnc1)=N2	-4%	-0.4	1312	-1.3%	23	12	i	0	1631	2.1	1.2	5.4	i	13	0.41	-0.2	0.47	-0.55
C=CCn1cc(C(=O)NCC2CCCO2)c(=O)c2cc(S(=O)(=O)N3CCCCCC3)ccc21 (stereo not drawn)	-3%	-5.6	982	-2.1%	6	14	i	0	1150	1.8	1.1	3.2	i	1	-0.12	-0.22	0.079	0.24
Cc1cc(CNC(=O)c2ccc3c(c2)OCO3)c2ccccc2n1	2%	-4.4	1034	8.9%	4	6	i	0.4	1593	20	13	37	i	23	0.78	-0.17	0.94	-0.8
CCc1ccc2c(c1)C1(NN=C(c3ccc(C)cc3)S1)C(=O)N2 (stereo not drawn)	24%	2.4	1189	3.8%	4	-2	i	u	x	6.3	1.8	2.0	i	2	-0.47	-0.2	-0.27	-0.072
COc1ccc(NC(=O)NCc2cccnc2)cc1OC	1%	0.0	904	-0.4%	2	-1	i	1.1	1280	4.0	2.3	1.3	i	-3	-0.58	-0.27	-0.67	1.3
FC(F)Oc1ccc(NC(=S)NCc2nc3ccccc3[nH]2)cc1	-14%	0.0	953	0.1%	6	9	i	-0.24	1533	2.6	1.6	7.1	i	20	1.8	-0.22	1.6	-1.3
Cc1ccc(NC(=O)NNC(=O)c2sccc2-n2cccc2)cc1	-9%	1.4	1010	-2.3%	-13	0	i	0.64	1278	2.9	3.1	9.9	i	-3	-0.35	-0.34	-0.27	1
CCC1CCCCN1CCCNC(=O)Cn1nc(-c2ccccc2)ccc1=O (stereo not drawn)	-4%	2.2	1450	6.3%	13	-6	i	0.52	1342	3.6	2.4	7.7	i	-2	-0.037	-0.22	0.063	0.38

The last two records of the section before come first, to join the parts:
SMILES	AID2073	b-catenin transl	b-catenin transl cell count 5 µM	HIV peptide binding	WT yeast gro inh	WT yeast gro inh mutant strain	Yfh1-depleted yeast	Insulin prom up	Insulin prom up cell count	MT stabilize HCS	MT stabilize HCS Hoechst-high %	MT stabilize HCS cytotoxicity %	Autophagy mod	Autophagy mod cell loss 18 h	Dynein cargo inh	Dynein cargo inh cytoplasmic EGFP	Dynein cargo inh nuclear GR-EGFP	Dynein cargo inh cell count
Cc1ccc(NC(=O)NNC(=O)c2sccc2-n2cccc2)cc1	-9%	1.4	1010	-2.3%	-13	0	i	0.64	1278	2.9	3.1	9.9	i	-3	-0.35	-0.34	-0.27	1
CCC1CCCCN1CCCNC(=O)Cn1nc(-c2ccccc2)ccc1=O (stereo not drawn)	-4%	2.2	1450	6.3%	13	-6	i	0.52	1342	3.6	2.4	7.7	i	-2	-0.037	-0.22	0.063	0.38
CC(=O)Nc1ccc(S(=O)(=O)Nc2ccc(-c3ccc4nnc(C)n4n3)cc2)cc1	22%	2.4	1108	-2.2%	2	1	i	0.84	1307	1.6	1.3	6.6	i	11	0.0061	-0.3	0.12	0.39
CC(C)[C@H](NC(=O)c1ccc(Cl)c([N+](=O)[O-])c1)C(=O)NCc1ccc(Cl)cc1Cl	2%	x	x	1.7%	16	-15	i	-1.6	1284	3.5	2.9	10	i	-1	0.54	-0.076	0.61	-1.6
Cc1nc2c(=O)[nH]c(=S)n(C)c2nc1C	-20%	-1.5	535	4.8%	11	-6	i	0.3	1356	2.3	2.6	10	i	14	-0.3	-0.34	-0.44	0.52
C=CCn1c(C(C)NC(=O)CC)nc2ccccc21 (stereo not drawn)	0%	x	x	2.3%	-3	-42	i	x	x	3.7	2.6	10	i	-6	1.4	-0.28	0.57	0.56
Clc1ccc(-c2nnc(-c3ccccc3Cl)o2)cc1	6%	-1.3	1386	5.7%	-8	-6	i	-0.08	1615	5.8	2.5	9.0	i	-6	-0.45	0.59	0.17	0.4
O=C(Nc1cnn(Cc2ccc(Cl)cc2)c1)c1cnccn1	4%	-1.8	1100	1.3%	-4	0	i	-0.61	1371	2.7	1.7	3.4	i	-3	-0.21	-0.21	-0.24	0.72
COc1cccc(N(CC(=O)NC2CCCC2)C(=O)Cn2nnc(-c3ccc(C)cc3)n2)c1	24%	-4.5	1207	-0.2%	-12	-6	i	-0.12	1324	2.2	2.3	3.6	i	-1	-0.52	-0.24	-0.15	0.64
CCC1C/C(=C/c2ccco2)C(=O)/C(=C/c2ccco2)C1 (stereo not drawn)	27%	-2.4	1109	69%	-22	-2	i	0.59	1369	5.7	3.1	1.9	i	11	-6.3	28	-0.36	-0.0054
COc1cc(C)ccc1OCCOCCOc1cccc2ccc(C)nc12	-4%	-0.3	1482	-0.2%	5	14	i	-0.83	1441	2.1	1.9	5.5	i	-1	-0.61	-0.33	-0.23	0.69
Cc1cc(C)c2nc(SCC(=O)N3CC(=O)Nc4ccccc43)c(C#N)cc2c1	18%	44	123	7.2%	-17	-3	x	x	x	10	22	37	+	71*	-1.7	2.6	-0.15	0.45
Cc1ccc(C)c2sc(NC(=O)c3ccc(N4CCCCC4)c([N+](=O)[O-])c3)nc12	2%	-0.1	1411	-4.1%	6	11	i	-0.23	1697	2.3	2.4	5.1	i	27	0.31	-0.19	0.48	0.43
Cc1cccc(C(C)C)c1NC(=O)COC(=O)c1cccc(S(=O)(=O)N2CCc3ccccc3C2)c1	4%	-0.8	505	5.1%	-4	-2	i	0.19	1370	5.4	2.6	5.5	i	-5	-0.21	-0.31	-0.49	0.47
COc1ccc(/C=C\c2nc(=O)c3ccccc3o2)cc1	9%	21	456	4.9%	50	51	i	-1.2	1363	2.7	1.6	4.5	i	29	-3.6*	0.66*	-1.8*	0.56*
CC(=O)c1cccc(Nc2cc(C)nc3ccc(C)cc23)c1	11%	-1.5	1449	-0.6%	x	x	i	-0.15	988	x	x	x	x	x	0.5	-0.12	0.28	-1.1
Clc1ccc(-c2ccc(C=Nc3ccc(N4CCOCC4)cc3)o2)c(Cl)c1	-6%	-1.6	1070	3.5%	12	8	i	0.67	1183	4.7	1.2	26	i	16	0.027	-0.16	0.37	0.6
COc1ccc(NCc2ccc3c(c2)OCO3)cc1Cl	4%	1.3	1181	-4.0%	-3	2	i	0.21	1924	1.6	1.5	3.8	i	-1	-2.1	-0.19	-0.89	-0.17
Cc1ccc2c(c1)CCCN2C(=O)c1ccoc1C	-4%	2.4	1187	-1.5%	-3	4	i	0.11	1349	5.9	2.6	0.0	i	9	-2.5	0.082	-0.74	0.92
Cc1nn(CC(=O)Nc2ccc(C#N)cc2)c(C)c1[N+](=O)[O-]	0%	-5.3	1138	-0.3%	4	1	i	0.23	1481	2.3	2.5	7.2	i	9	0.34	-0.3	0.16	0.32
